IDE act = IDE (human) activation, cell-based | P14735 | HEK cells, FAbeta-B cleavage, fluorescence polarization; 0% vehicle, 100% cell-free pure enzyme wells | activation, % at 5.96 µM | 340,000 compounds, 0.073% hits;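 active means activation above the mean of all tested compounds plus 3 SD, set per screening campaign, cut at about 17% in these data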
Target sequence (P14735 whole entry, looked up): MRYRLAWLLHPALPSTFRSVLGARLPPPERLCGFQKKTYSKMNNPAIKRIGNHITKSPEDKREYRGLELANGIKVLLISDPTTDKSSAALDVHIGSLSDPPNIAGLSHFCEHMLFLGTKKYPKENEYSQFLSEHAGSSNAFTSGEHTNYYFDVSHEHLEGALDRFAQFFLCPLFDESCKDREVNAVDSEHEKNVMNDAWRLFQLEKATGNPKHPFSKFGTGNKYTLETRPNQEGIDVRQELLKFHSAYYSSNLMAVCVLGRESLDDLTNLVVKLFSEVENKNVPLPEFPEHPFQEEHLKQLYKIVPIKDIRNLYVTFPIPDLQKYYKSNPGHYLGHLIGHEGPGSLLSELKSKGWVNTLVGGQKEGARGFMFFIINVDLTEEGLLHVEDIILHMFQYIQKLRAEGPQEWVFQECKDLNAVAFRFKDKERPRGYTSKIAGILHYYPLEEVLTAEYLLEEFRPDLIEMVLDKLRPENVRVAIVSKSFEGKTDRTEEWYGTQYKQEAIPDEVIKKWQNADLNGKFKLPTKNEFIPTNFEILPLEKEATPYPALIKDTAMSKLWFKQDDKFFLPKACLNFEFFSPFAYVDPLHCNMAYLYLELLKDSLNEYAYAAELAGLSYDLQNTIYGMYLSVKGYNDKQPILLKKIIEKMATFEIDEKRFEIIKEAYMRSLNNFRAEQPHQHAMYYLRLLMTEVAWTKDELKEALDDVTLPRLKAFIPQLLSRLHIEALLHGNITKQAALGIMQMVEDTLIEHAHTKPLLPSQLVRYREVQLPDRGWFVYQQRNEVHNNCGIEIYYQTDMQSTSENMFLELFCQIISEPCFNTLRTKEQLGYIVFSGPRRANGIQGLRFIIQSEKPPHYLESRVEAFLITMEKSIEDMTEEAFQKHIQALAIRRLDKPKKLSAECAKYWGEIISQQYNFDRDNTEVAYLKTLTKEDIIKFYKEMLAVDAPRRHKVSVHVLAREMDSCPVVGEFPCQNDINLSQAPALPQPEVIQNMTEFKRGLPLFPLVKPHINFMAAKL
* marks the source's active call; other numbers are inactive results.

A first look:
How did CC(Sc1nc2ccccc2c(=O)n1CC1CCCO1)C(=O)N(C)c1ccccc1 (configuration not stated) do in these assays?
IDE act: 3

Results for O=C(COc1ccccc1F)NNC(=O)c1ccc2c(=O)n3c(nc2c1)CCC3 ?
IDE act: -1

Main list (from the top)
How did CC(Sc1nc2ccccc2c(=O)n1CC1CCCO1)C(=O)N(C)c1ccccc1 (configuration not stated) do in these assays?
IDE act: 3

Results for O=C(COc1ccccc1F)NNC(=O)c1ccc2c(=O)n3c(nc2c1)CCC3 ?
IDE act: -1

What do the screens show for `O=C(COC(=O)c1cc(Cl)ccc1O)c1ccc2c(c1)OCO2`?
IDE act: 1

How did COc1ccc(S(=O)(=O)NCc2nc3nc(C)cc(C)n3n2)cc1 do in these assays?
IDE act: -1

Results for CC(Sc1nnc(C2CC2)n1C1CC1)C(=O)Nc1ccc(C(N)=O)cc1 (configuration not stated) ?
IDE act: 3

Results for Cc1c(Cl)cccc1NC(=O)C1=COCCO1 ?
IDE act: -5

What do the screens show for `CC(C)(CNC(=O)c1cccs1)N1CCOCC1`?
IDE act: 2

How did CCc1ccc(/C=C\C(=O)N2CCCC2)cc1 do in these assays?
IDE act: 2

Results for O=C(NCCCN1CCOCC1)c1cn(-c2ccccc2)nc1-c1ccc(F)cc1 ?
IDE act: 7

What do the screens show for `O=C(Nc1ccc(S(=O)(=O)Nc2nccs2)cc1)c1ccccc1OC(F)F`?
IDE act: 1

Results for CC1=CC(=O)N(c2cccc3c(N4C(=O)C=C(C)C4=O)cccc23)C1=O ?
IDE act: 1

What do the screens show for `O=C(OCC(=O)N1CCc2ccccc2C1)c1ccc(O)cc1`?
IDE act: -2

Results for CC#CCOC(=O)c1c(C)nc2sc3c(c2c1N)CCC(O)C3 (configuration not stated) ?
IDE act: 7

Results for COC(=O)[C@@]1(C)[C@H]2C(=O)N(Cc3ccccc3)C(=O)[C@H]2[C@H]2CN(C)C(=NC3CCCCC3)N21 ?
IDE act: 3

What do the screens show for `CC(C)n1nc(C(=O)Nc2cccc(S(=O)(=O)N3CCOCC3)c2)c2ccccc2c1=O`?
IDE act: 4

How did Cc1ccc(C(=O)NC(Cc2ccc(C(C)(C)C)cc2)C(=O)O)cc1 (configuration not stated) do in these assays?
IDE act: 5

Results for COc1ccc(S(=O)(=O)N2CCCCC2)cc1NC(=O)CN1C(=O)NC(C)(C2CC2)C1=O (configuration not stated) ?
IDE act: 2

How did COc1cc(-c2nnc(-c3cc(-c4ccccc4)nc4ccccc34)o2)cc(OC)c1OC do in these assays?
IDE act: 6

What do the screens show for `Cc1n[nH]c(=O)c2c(NC(=O)CSc3nnc(-c4ccco4)n3C)oc(C)c12`?
IDE act: -4

Results for O=C(C=Cc1ccccc1)c1c[nH]c2ccccc2c1=O ?
IDE act: 4

What do the screens show for `C[C@@]12C(=O)N(Cc3ccccc3)CC(=O)N1[C@H]1c3ccccc3OC[C@@H]1[C@@H]2c1ccccc1`?
IDE act: 4

How did O=C(COC(=O)c1ccccc1O)NC1CCCc2ccccc21 (configuration not stated) do in these assays?
IDE act: 1

What do the screens show for `COc1ccc(NC(=O)COC(=O)c2ccc3c(c2)OCCO3)cc1OC`?
IDE act: -2

How did C[C@@H](NC(=O)Cn1cnc2c(OCc3ccccc3)ncnc21)c1cccc2ccccc12 do in these assays?
IDE act: 6

Results for O=C(NCC(c1ccccc1Cl)N1CCCC1)C1CCN(C(=O)Nc2ccccc2)CC1 (configuration not stated) ?
IDE act: 0

How did CC[C@]12c3[nH]c4ccc(Cl)cc4c3CCN1C(=O)[C@@H](CC(=O)NCCc1ccccn1)C[C@@H]2C(=O)N1CCN(C(=O)C2CC2)CC1 do in these assays?
IDE act: 0

How did NS(=O)(=O)c1cccc(NC(=O)CSc2nnc(-c3ccccc3)o2)c1 do in these assays?
IDE act: 7

What do the screens show for `CC(C(=O)N1CCCC1)N(C)CC(=O)Nc1cccc(F)c1` (configuration not stated)?
IDE act: 3

Results for CCN(C(=O)COC(=O)c1ccc(C)c(S(=O)(=O)N2CCOCC2)c1)C1CCS(=O)(=O)C1 (configuration not stated) ?
IDE act: 3

Results for Nc1nc(SCc2ccccn2)c2ncn(C3CCCC3)c2n1 ?
IDE act: -3

How did O=C(CN1C(=O)NC2NC(=O)NC21)NC1CCCCC1 (configuration not stated) do in these assays?
IDE act: 3

Results for COc1ccc(CNC(=O)C(C)OC(=O)Cn2cnc3c2c(=O)n(C)c(=O)n3C)cc1 (configuration not stated) ?
IDE act: -3

Results for CCCCNc1c(-c2ccc(SC(C)CC)cc2)nc2cnccn12 (configuration not stated) ?
IDE act: 20*

Results for COc1ccc(S(=O)(=O)N2CCCC2CNC(=O)C(=O)NCc2ccco2)cc1 (configuration not stated) ?
IDE act: -2

Results for COc1ccccc1C(=O)NC(=O)COC(=O)Cn1cnc2c1c(=O)n(C)c(=O)n2C ?
IDE act: 14

What do the screens show for `Cc1ccc(C(=O)N(C)CC(=O)Nc2ccc(Cl)c(C(F)(F)F)c2)cc1S(=O)(=O)N1CCCCC1`?
IDE act: 0

Results for COc1ccccc1CCNC(=O)c1cccc(S(=O)(=O)NCc2ccccc2)c1 ?
IDE act: 3

What do the screens show for `CN(CCOc1ccc(Cl)cc1)C(=O)CN1C(=O)NC2(CCCCC2)C1=O`?
IDE act: -2

Results for O=S(=O)(c1ccc(F)cc1)N1CCN(C(=S)NC2CC2)CC1 ?
IDE act: -2

What do the screens show for `O=C(CCSCCC(=O)NN=Cc1ccc(F)cc1)NN=Cc1ccc(F)cc1`?
IDE act: 2

Results for O=C(Nc1c[nH]c(=O)[nH]c1=O)OCc1ccccc1 ?
IDE act: 3

Results for Cc1cc(C)c(C)c(S(=O)(=O)N2CCN(C(=O)c3ccccn3)CC2)c1C ?
IDE act: -1

Results for CC(=O)c1cccc(S(=O)(=O)Nc2cc(C(F)(F)F)ccc2N2CCOCC2)c1 ?
IDE act: 1

What do the screens show for `COc1ccc(C(=O)NCc2cccnc2)cc1C(=O)NCc1cccnc1`?
IDE act: -2

How did CC(=O)c1ccc(-c2ccc(C(=O)NCC(c3ccc(F)cc3)N3CCOCC3)o2)cc1 (configuration not stated) do in these assays?
IDE act: -1

What do the screens show for `Cc1ccc(C(=O)CCC(=O)OCC(=O)Nc2ccccc2SCC#N)cc1`?
IDE act: -3

Results for COc1ccccc1C1CC(=O)Oc2c(C(C)C)ccc(C)c21 (configuration not stated) ?
IDE act: 2

Results for Cc1ccc(C)c(NC(=O)COC(=O)c2ccc3ccccc3n2)c1 ?
IDE act: 4

Results for Nc1c(C(=O)CSc2nc3ccccc3o2)c(=O)[nH]c(=O)n1C1CC1 ?
IDE act: 27*

Results for Cc1ccc(NC(=O)COC(=O)c2ccc(S(=O)(=O)N3CCCCC3)cc2)cc1 ?
IDE act: 1

Results for O=C(O)COc1ccc(Cl)cc1C1CCCCC1 ?
IDE act: 1

What do the screens show for `[O-][n+]1ccc(OCc2ccccc2)cc1`?
IDE act: -1

How did CC12C=CC(=O)C=C1CCC1C2C(O)CC2(C)C1CCC2(O)C(=O)CO (configuration not stated) do in these assays?
IDE act: 4

Results for CCCN(C(=O)CSc1nnc2ccccn12)C1CCS(=O)(=O)C1 (configuration not stated) ?
IDE act: 4

How did Cc1cc(=O)oc2cc(NC(=O)COc3cccc(C(F)(F)F)c3)ccc12 do in these assays?
IDE act: 5

How did CNc1nc(Cl)nc2ncn(C)c12 do in these assays?
IDE act: 0

What do the screens show for `Cc1cccc(NC(=O)CN2CCN(C(=O)c3ccc(-c4nc5ccccc5s4)o3)CC2)c1C`?
IDE act: 2

How did S=c1ncc2[nH]c(=S)[nH]c2[nH]1 do in these assays?
IDE act: -12

Results for O=C(CCl)Nc1ccc(S(=O)(=O)NC2=NCCCCC2)cc1 ?
IDE act: -4

Results for CN(C)S(=O)(=O)c1cccc(NC(=O)c2cccc(S(=O)(=O)N3CCc4ccccc43)c2)c1 ?
IDE act: 2

Results for COc1cc(NC(=O)CSc2nc3[nH]c(=O)cc(O)c3s2)cc(OC)c1OC ?
IDE act: -2

What do the screens show for `COc1ncc(C2=CC(=O)CC(C)(C)C2)cn1`?
IDE act: 1

How did COc1ccc(C(=O)NC(C(=O)OCC(=O)Nc2sccc2C(N)=O)C(C)C)cc1 (configuration not stated) do in these assays?
IDE act: 2

How did O=C(NNC(=O)c1n[nH]c2ccccc12)c1ccccc1 do in these assays?
IDE act: 5

How did O=C(COC(=O)/C=C/c1ccccc1)Nc1ccc2c(c1)OCCO2 do in these assays?
IDE act: 2

How did CSC1(SC2=NCCN2)SC2(NCCN2)S1 do in these assays?
IDE act: 0

What do the screens show for `Cc1ccnc(NC(=O)CCC(=O)c2cc(C)sc2C)c1`?
IDE act: 1

What do the screens show for `CCCN(C(=O)CSc1n[nH]c(-c2ccc(OC)cc2)n1)c1c(N)n(Cc2ccccc2)c(=O)[nH]c1=O`?
IDE act: 2

How did c1ccc(NC2=NCCN2CC2CCCCC2)cc1 do in these assays?
IDE act: 0

How did O=C(NC1CCS(=O)(=O)C1)c1ccc(Br)s1 (configuration not stated) do in these assays?
IDE act: 5

How did Cc1nc(-c2ccccc2)cc(-c2ccccc2)n1 do in these assays?
IDE act: -5

How did Cc1ccc(C)c(S(=O)(=O)Nc2cc3c4c(c2)CCC(=O)N4CCC3)c1 do in these assays?
IDE act: 2

Fetched by structure from the entries so far (3):
What do the screens show for `COc1ncc(C2=CC(=O)CC(C)(C)C2)cn1`?
IDE act: 1

What do the screens show for `Cc1ccnc(NC(=O)CCC(=O)c2cc(C)sc2C)c1`?
IDE act: 1

Results for COc1cc(NC(=O)CSc2nc3[nH]c(=O)cc(O)c3s2)cc(OC)c1OC ?
IDE act: -2

(more compounds)
What do the screens show for `C=CCn1c(SCC(=O)N(CCOC)c2c(N)n(CC(C)C)c(=O)[nH]c2=O)nc2ccccc21`?
IDE act: 1

Results for Cc1ccnc(NC(=O)C2CCN(S(=O)(=O)c3ccc(Cl)c(C(F)(F)F)c3)CC2)c1 ?
IDE act: 2

Results for Nc1ccc(CSc2ccc(Cl)cc2)c(Cl)c1 ?
IDE act: 0

What do the screens show for `NS(=O)(=O)c1cc(C(=O)OCC(=O)Nc2ccc3[nH]c(=O)[nH]c3c2)ccc1Cl`?
IDE act: 0

How did COCCN(Cc1ccccc1)C(=O)c1ccc2c(=O)n3c(nc2c1)CCC3 do in these assays?
IDE act: 1

How did CCCCCC(=O)Nc1ccc(C(=O)COC(=O)Cn2cnc3c2c(=O)n(C)c(=O)n3C)cc1 do in these assays?
IDE act: 2

Results for CN(c1ccccc1)S(=O)(=O)c1ccc(C(=O)NCc2ccco2)cc1 ?
IDE act: 1

How did O=[N+]([O-])c1ccccc1N=Nc1c(O)[nH]c2ccc(F)cc12 do in these assays?
IDE act: 4

Results for NS(=O)(=O)c1cccc(NC(=O)c2cccc(S(=O)(=O)N3CCCCCC3)c2)c1 ?
IDE act: 0

What do the screens show for `CCN1CCC[C@H]1CNC(=O)c1c(OC)ccc(Br)c1OC`?
IDE act: 4

What do the screens show for `Cc1ccc(C(=O)OCC(=O)NCCc2ccc(F)cc2)cc1S(=O)(=O)N1CCOCC1`?
IDE act: 2

What do the screens show for `OC[C@@H](O)[C@@H](O)[C@H](O)[C@@H](O)CO`?
IDE act: 5

What do the screens show for `COc1ccc(C=CC(=O)C=CC=Cc2ccccc2)cc1`?
IDE act: 7

Results for O=C(COC(=O)COc1ccc(Br)cc1)NCc1ccccc1 ?
IDE act: 2

What do the screens show for `CC(OC(=O)CSc1ccccc1)C(=O)NC1CCCCC1C` (configuration not stated)?
IDE act: 4

Results for COc1ccc(C(=O)NNC(=O)c2cccc3ccccc23)cc1 ?
IDE act: 2

How did CCOc1cc(N2CCOCC2)c(OCC)cc1NC(=O)CN1C(=O)NC(C)(c2ccc(OC)cc2)C1=O (configuration not stated) do in these assays?
IDE act: 4

How did CC(=O)SC1CC(=O)C=C2CCC3C4CCC(=O)OC4(C)CCC3C21C (configuration not stated) do in these assays?
IDE act: -1

What do the screens show for `COc1cc(C(=O)N[C@H](C(=O)NC2CCCc3ccccc32)C(C)C)cc(OC)c1OC` (some centres not stated)?
IDE act: 1

How did CN(CC(=O)Nc1cccc(F)c1)C(=O)C1(c2ccccc2)CC1 do in these assays?
IDE act: -3

Results for CCC(C)Sc1ccc([C@H]2N[C@@](C)(C(=O)OC)[C@H]3C(=O)N(CC)C(=O)[C@@H]23)cc1 (some centres not stated) ?
IDE act: 3

How did Cc1ccc(S(=O)(=O)N2CCC(C(=O)NCCCN3CCOCC3)CC2)cc1 do in these assays?
IDE act: 3

How did COCCN(C(=O)CSc1nnc(C)n1-c1ccc(C)cc1)c1c(N)n(Cc2ccccc2)c(=O)[nH]c1=O do in these assays?
IDE act: 5

What do the screens show for `Cc1ccc(C(=O)N(C)CCOc2ccccc2)cc1S(=O)(=O)N1CCCCC1`?
IDE act: -1

Ordered by heavy-atom count (ascending): 4 of the compounds above
What do the screens show for `COc1ccc(C=CC(=O)C=CC=Cc2ccccc2)cc1`?
IDE act: 7

How did O=C(COC(=O)c1ccccc1O)NC1CCCc2ccccc21 (configuration not stated) do in these assays?
IDE act: 1

How did Cc1ccc(C(=O)NC(Cc2ccc(C(C)(C)C)cc2)C(=O)O)cc1 (configuration not stated) do in these assays?
IDE act: 5

How did Cc1cc(=O)oc2cc(NC(=O)COc3cccc(C(F)(F)F)c3)ccc12 do in these assays?
IDE act: 5

Next section
How did CCN(CC)S(=O)(=O)c1cccc(C(=O)OCC(=O)NCc2ccccc2OC)c1 do in these assays?
IDE act: 2

What do the screens show for `C=CCNC(=O)C1CC2Cn3c(nc4cc(Cl)c(Cl)cc43)C2N1C` (configuration not stated)?
IDE act: 6

How did O=C(C=Cc1cccs1)c1ccccc1 do in these assays?
IDE act: 4

What do the screens show for `N=C1C=CC(=C(c2ccc(N)cc2)c2ccc(N)cc2)C=C1`?
IDE act: -1

Some of the compounds tested, so the mix of outcomes need not match the whole.
